Compound activity: PubChem BioAssay, several laboratories
P. falciparum M17LAP = P. falciparum M17LAP inhibitors, primary screen, biochemical, fluorogenic H-Leu-NHMec substrate, 1536-well (AID 1619); recombinant M17LAP, H-Leu-NHMec fluorogenic kinetic assay; higher % means a stronger effect; inhibition, % at 30 µM; hits with a dose series show IC50 in µM; hit rate 0.38% among 220,000;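 active = compound inhibiting the enzyme by more than half at any dose during confirmatory dose-response retesting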;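 note: plate controls were full reaction with DMSO carrier for no effect and no enzyme background for full effect; strong numbers were not always called active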
Yfh1-off respiration = mitochondrial function rescue without frataxin homolog – Friedreich's ataxia, plus single-dose screen, dose response (AID 1465) | S. cerevisiae Yfh1-off respiration, WST-1 reduction, 72 h; higher fold induction means a stronger effect | fold induction at 50 µM, or EC50 in µM where a hit was titrated | hit rate 0.074% among 220,000;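 active = fold induction of absorbance versus untreated yeast above a set limit, then at least 30% activation at any dose in follow-up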;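 note: activators that raise dye reduction in frataxin-depleted yeast; strong numbers were not always called active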
Hep lipid drop = hepatic lipid droplet formation modulation. hit rate 0.4% among 240,000. AML12 mouse hepatocytes, oleate lipid droplets, BODIPY imaging. inhibition, % at 6.5 µM;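 active = lipid droplet intensity inhibited by at least 50%, with more than 500 cells counted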
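System: AML12 hepatocytes (mouse). Probe or stimulus: oleic acid at 100 µM to induce lipid droplet formation. Times: overnight treatment with compound plus oleate. Detection: Image-based BODIPY and DAPI two-channel analysis. Evaluation: percent inhibition of filter-corrected integrated lipid droplet intensity per well.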
Dynein cargo inh = dynein cargo transport inhibition. 3617.4 mouse cells, GR-EGFP nuclear translocation imaging; test concentration mostly 20 µM; stimulated with dexamethasone, 1 µM; stronger effect = lower value. z-score, hits read low. hit rate 0.47% among 220,000;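 active = plate z-score of nuclear minus cytoplasmic receptor signal below a set negative limit, without overly bright fluorescence or cell loss, cut at about -3.5 in these data, passing the limit was not always enough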;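 note: z-score of nuclear minus cytoplasmic ring GR-EGFP intensity difference per well; some compounds called inactive have numbers as strong as hits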
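medium = tetracycline-free induction medium containing charcoal-stripped FBS | also added = 1.0 µM final dexamethasone stimulus | schedule = 48 h induction, 1 h compound, 30 min dex at 37 °C | technique = fixed, Hoechst-stained cells imaged at 10x for EGFP | measure = GR-EGFP nuclear translocation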
Autophagy HCS = modulators of autophagy. MEF GFP-LC3 puncta imaging; test concentration mostly 10 µM. calls only at 10 µM (by protocol). hit rate 0.98% among 190,000;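 active = percentage of spot-positive cells more than 3 SD above its plate mean, without a fluorescence outlier flag or 80% toxicity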;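 note: spot-positive cell cutoff set from DMSO-treated cells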
Insulin prom up = MIN6 insulin promoter up-regulation; MIN6 insulin promoter-GFP reporter, high-content imaging; stronger effect = higher value; z-score at 5 µM; hit rate 0.3% among 190,000;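 active = z-score above 3 at 5 µM with at least 500 cells counted in the well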
ER stress rescue = protection against thapsigargin-triggered cell killing – 384-well, CSM14.1, ATP luminescence, primary screen (AID 1222); CSM14.1 thapsigargin-induced death rescue, ATP luminescence; higher % means a stronger effect; one-dose cellular ATP content (survival), % at 20 µM; EC50 in µM for titrated hits; 190,000 tested, under 10 active;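 active = EC50 below 50 µM in the dose-response confirmation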;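 note: death triggered by thapsigargin at about 15 µM added after 2 h compound pretreatment; cell ATP read after overnight thapsigargin exposure of roughly 18 to 22 hours; normalized against plate controls of thapsigargin alone and 5% DMSO vehicle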
MT stabilize HCS = microtubule stabilizers in HeLa cells | % tubulin-high responders, % at 10 µM | AID 2205 | HeLa tubulin immunostaining HCS, 24 h; share of cells brighter than vehicle mean+2SD | hit rate 0.83% among 200,000;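 active = plate Z-score above 3 for both tubulin-high and condensed-nucleus cell shares, with cell loss under 80%, at 10 µM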;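 note: anti alpha tubulin signal scored within the nucleus-defined area of each cell; some results filed as inactive read as strong as hits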
M1AAP inhibition = malaria alanyl aminopeptidase activity blockers – biochemical, fluorogenic H-Leu-NHMec substrate, 1536-well (AID 1445) | recombinant M1AAP, H-Leu-NHMec fluorogenic kinetic assay; higher % means a stronger effect | hit rate 0.42% among 220,000 | inhibition, % at 30 µM, or IC50 in µM where a hit was titrated;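 active = primary inhibition above the hit cutoff, then over 50% inhibition at one or more dose response concentrations, cut at about 23% in these data, passing the limit was not always enough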;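 note: plate controls were DMSO full reaction for no effect and no enzyme background for full effect; strong numbers were not always called active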
Dynein cargo inh cytoplasmic EGFP = also measured in Dynein cargo inh; calls as there; z-score; measured here: cytoplasmic GR-EGFP intensity; stronger effect = higher value
Dynein cargo inh nuclear GR-EGFP = recorded beside Dynein cargo inh, whose call it bears; z-score; measured here: nuclear GR-EGFP intensity;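 lower value marks the stronger effect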
Dynein cargo inh cell count = recorded beside Dynein cargo inh, whose call it bears; z-score; measured here: cell count per field
Insulin prom up cell count = second read-out of Insulin prom up, no call of its own (marks repeat the call); cell count; measured here: cytotoxicity, nuclei count;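 total cells summed across four imaged fields per well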
Hep lipid drop cells 6.5 µM = recorded beside Hep lipid drop, whose call it bears; cell count; measured here: cell count, cytotoxicity flag;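 cells counted across two imaged fields per well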
MT stabilize HCS Hoechst-high % = second read-out of MT stabilize HCS, no call of its own (marks repeat the call); % Hoechst-high responders; measured here: nuclear condensation Hoechst responders;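 share of cells brighter than vehicle mean plus two SD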
MT stabilize HCS cytotoxicity % = recorded beside MT stabilize HCS, whose call it bears; toxicity, %; measured here: cytotoxicity by cell density;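 0% = mean cell density of plate MIN control wells and 100% = no cells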
Autophagy HCS cell loss 18 h = second read-out of Autophagy HCS, no call of its own (marks repeat the call); toxicity, %; measured here: cell loss, nuclei count;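 cell loss after 18 h compound exposure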
* hit, by the source's call; i = inactive; x = not tested or not shown. Compounds as they come (roughly 3.5% active in at least one column).

SMILES | P. falciparum M17LAP | Yfh1-off respiration | Hep lipid drop | Hep lipid drop cells 6.5 µM | Dynein cargo inh | Dynein cargo inh cytoplasmic EGFP | Dynein cargo inh nuclear GR-EGFP | Dynein cargo inh cell count | Autophagy HCS | Autophagy HCS cell loss 18 h | Insulin prom up | Insulin prom up cell count | ER stress rescue | MT stabilize HCS | MT stabilize HCS Hoechst-high % | MT stabilize HCS cytotoxicity % | M1AAP inhibition
CCc1ccc(-n2c(SCc3cc(=O)n4cc(Br)ccc4n3)nc3[nH]ncc3c2=O)cc1 | 3% | i | -27 | 637 | -0.59 | -0.13 | -0.21 | 0.68 | i | -32 | -0.94 | 1346 | -4.9% | 4.0 | 2.3 | 9.8 | 3%
CC(=O)N1CCN(Cc2nc3cc(NC(=O)Nc4ccccc4)ccc3n2C)CC1 | 0% | i | x | x | 2.5 | 0.13 | 1.8 | -2 | i | -33 | 0.58 | 1445 | -1.0% | 3.5 | 1.3 | 0.4 | 3%
O=S(N1CCCCC1)C12CC3CC(CC(C3)C1)C2 (centres undefined) | -10% | i | 4 | 742 | -0.49 | -0.3 | -0.22 | 0.35 | i | 1 | 0.97 | 1171 | -0.1% | 2.3 | 2.9 | 6.4 | 11%
COc1ccc(NCc2n[nH]nc2-c2ccccc2)cc1Cl | 11% | i | -1 | 682 | -0.28 | -0.28 | -0.19 | -0.52 | i | -6 | -1.3 | 1266 | -2.5% | 12 | 16 | 97 | 7%
CSCCC(=O)N1CCCC(CNC(=O)c2ccc(-c3ccccc3)cc2)C1 (centres undefined) | -8% | i | -32 | 648 | -1.2 | -0.19 | -0.65 | -0.49 | i | 26 | -0.31 | 1045 | 4.6% | 1.8 | 1.7 | 2.2 | -5%
CC(C)=CC(=O)Nc1ccccc1C(N)=O | -2% | i | 1 | 723 | 0.07 | -0.21 | 0.26 | 0.076 | i | 4 | 0.45 | 1265 | -2.9% | 4.1 | 3.6 | 6.6 | -1%
CC(=O)Nc1ccc2c(c1)nc1n2CCSC1 | -1% | i | 25 | 778 | 1.7 | -0.073 | 0.52 | -1.2 | i | -2 | x | x | -1.1% | 0.8 | 1.9 | 6.5 | 1%
CN1CCN(c2ccc(Cl)cc2NC(=O)c2cccc(S(=O)(=O)N(C)C)c2)CC1 | -4% | i | 39 | 760 | 1.2 | -0.22 | 1.3 | 2.4 | i | -4 | 0.47 | 1177 | -1.5% | 2.8 | 2.5 | 9.1 | -1%
CC1(C)Cc2c(sc(NC(=O)/C=C/C(=O)O)c2C#N)CO1 | 16% | i | -3 | 747 | 1.1 | -0.28 | 0.54 | -0.92 | x | x | x | x | x | x | x | x | 13%
CCCn1c(=O)c(C(=O)Nc2ccccc2C(=O)OC)c(O)c2ccccc21 | 4% | i | x | x | -0.12 | -0.12 | 0.34 | -0.083 | i | 4 | 0.67 | 1187 | -0.9% | 5.2 | 2.6 | 4.2 | 3%
CCOC(=O)c1cc(C#N)c(N2CCN(c3ccccn3)CC2)nc1-c1ccccc1 | 5% | i | -4 | 677 | 0.065 | -0.22 | 0.75 | -1.3 | i | 8 | -1.5 | 1538 | -0.7% | 3.8 | 3.5 | 6.9 | -2%
Cn1c(COc2ccccc2)nnc1SCCN1CCOCC1 | 3% | i | x | x | -0.36 | -0.22 | -0.011 | 0.47 | i | 17 | x | x | -1.4% | 2.7 | 1.8 | 1.8 | 7%
Cc1c(-c2nc(N)nc(Nc3ccccc3)n2)oc2ccccc12 | -1% | i | 16 | 717 | -0.14 | -0.19 | 0.067 | -0.037 | i | 0 | -0.14 | 1811 | -2.6% | 25* | 23* | 31* | 5%
Cc1ccc(C(=O)Nc2cc([N+](=O)[O-])ccc2C)cc1 | -2% | i | 1 | 750 | -0.29 | -0.33 | -0.13 | 0.8 | i | 1 | -0.85 | 1078 | -1.4% | 1.8 | 1.8 | 3.2 | 4%
O=C(COC(=O)c1cc(S(=O)(=O)NCc2ccccc2)ccc1O)c1cc2ccccc2o1 | -3% | i | -2 | 696 | 0.58 | -0.3 | -0.13 | 0.27 | x | x | -0.99 | 537 | x | x | x | x | 0%
CC1CN(C(=O)c2cccc(S(=O)(=O)Nc3cc(Cl)ccc3Cl)c2)CC(C)O1 (centres undefined) | 24% | i | -4 | 691 | -0.84 | 0.27 | 0.012 | 0.47 | i | 10 | -1.1 | 1223 | -0.4% | 3.5 | 2.3 | 9.3 | 11%
O=C(Cc1c[nH]c2ccccc12)NCc1ccco1 | 2% | i | 0 | 682 | -0.74 | -0.37 | -0.4 | 0.79 | i | 8 | 0.27 | 1449 | -0.4% | 4.1 | 1.4 | 6.0 | -1%
CCCc1nnc(NC(=O)CCC(=O)N2CCN(c3nc(C)cc(C)n3)CC2)s1 | -13% | i | 1 | 711 | 0.2 | -0.27 | 0.0011 | 0.42 | x | x | 0.09 | 1415 | x | x | x | x | -3%
CCOCCCNC(=O)C(c1ccc(Cl)cc1)N(Cc1cccs1)C(=O)CNC(C)=O (centres undefined) | -6% | i | -1 | 637 | -0.18 | -0.27 | 0.55 | 0.086 | i | 20 | -0.48 | 1537 | -3.1% | 5.6 | 1.2 | 2.2 | 1%
O=C(c1csc2c1CCCC2)N1CCN(c2ncccn2)CC1 | 5% | i | -3 | 619 | 1.8 | 0.48 | 1.2 | -0.4 | i | 3 | -0.06 | 1331 | x | 2.3 | 2.4 | 16 | 9%
CCCCC(=O)Nc1ccc(NC(=S)NC(=O)c2cccs2)cc1OC | 1% | i | 5 | 609 | 0.08 | -0.23 | 0.08 | -0.1 | i | 2 | 0.1 | 1109 | 0.0% | 2.6 | 1.9 | 0.4 | 9%
Cc1ccc([N+](=O)[O-])c(OCCN2CCCCCC2)c1 | 2% | i | 1 | 705 | -0.32 | -0.19 | 0.019 | 0.15 | i | 0 | -0.07 | 1275 | -1.9% | 4.1 | 1.7 | 2.0 | 5%
CCOC(=O)c1c(NC(=O)c2ccoc2C)sc2c1CCC2 | 17% | i | -18 | 708 | -0.82 | -0.28 | -0.44 | 0.18 | i | -2 | 0.08 | 1197 | 3.8% | 2.7 | 1.6 | 0.0 | 13%
CCOC(=O)C1CCCNC1=O (centres undefined) | 3% | i | 7 | 680 | 0.84 | -0.24 | 0.29 | 0.25 | x | x | 0.22 | 1359 | x | x | x | x | 4%
CC(Nc1ccccc1)c1cccnc1 (centres undefined) | 5% | i | 2 | 614 | -0.72 | -0.31 | -0.6 | 0.04 | i | 11 | -0.24 | 1561 | 0.0% | 3.0 | 2.1 | 4.6 | 3%

Next part.
SMILES | P. falciparum M17LAP | Yfh1-off respiration | Hep lipid drop | Hep lipid drop cells 6.5 µM | Dynein cargo inh | Dynein cargo inh cytoplasmic EGFP | Dynein cargo inh nuclear GR-EGFP | Dynein cargo inh cell count | Autophagy HCS | Autophagy HCS cell loss 18 h | Insulin prom up | Insulin prom up cell count | ER stress rescue | MT stabilize HCS | MT stabilize HCS Hoechst-high % | MT stabilize HCS cytotoxicity % | M1AAP inhibition
O=C(CN1c2cccc3cccc(c23)S1(=O)=O)Nc1cccc(S(=O)(=O)N2CCOCC2)c1 | -16% | i | -6 | 675 | 0.84 | -0.21 | 0.72 | 0.062 | i | -3 | 1.2 | 1380 | 1.1% | 4.0 | 0.9 | 10 | 2%
Cc1nnc(SCC(=O)NCc2cccs2)n1-c1ccccc1 | 2% | i | -2 | 744 | 0.85 | -0.22 | 0.74 | 0.44 | i | -12 | 0.32 | 1199 | -1.4% | 1.4 | 0.5 | 10 | -10%
Cc1nn2c3ccccc3nc2n(C)c1=O | -3% | i | x | x | -0.83 | -0.15 | -0.064 | 0.49 | i | 21 | 0.37 | 1189 | 3.8% | 3.8 | 2.6 | 8.5 | 17%
COc1ccc(/C(C)=N/N=C(\C)c2ccc(OC)cc2OC)c(OC)c1 | 13% | i | -6 | 642 | 1.5 | -0.2 | 0.93 | -1.8 | i | -3 | 0.08 | 1308 | -0.8% | 2.3 | 3.0 | 5.3 | 9%
CCOC(=O)C(=O)Nc1nnc(Cc2ccc(OC)c(OC)c2)s1 | 7% | i | -126 | 615 | -0.17 | -0.14 | -0.3 | 0.45 | i | -5 | x | x | -2.2% | 3.2 | 1.9 | 7.3 | 1%
Cc1cc(C)c2c(n1)nn1c(C)c(CCC(=O)NCc3ccco3)c(C)nc21 | -20% | i | 4 | 626 | -0.13 | -0.02 | 0.071 | 0.66 | i | 7 | x | x | x | 2.8 | 1.4 | 9.5 | 16%
COc1cc2c(cc1NC(=O)/C=C/c1cc(OC)c(OC)c(OC)c1)oc1ccccc12 | 3% | i | 5 | 700 | -0.43 | -0.27 | -0.23 | 0.11 | i | 9 | -0.93 | 1369 | -2.3% | 7.4 | 1.9 | 4.3 | 12%
CCCCS(=O)Cc1ccccc1 (centres undefined) | -6% | i | -2 | 779 | -0.81 | -0.24 | -0.55 | 0.69 | i | -3 | -1.6 | 787 | 2.0% | 2.9 | 1.7 | 5.9 | 14%
CC(=O)Nc1cccc2c1C(=O)N(c1ccccc1OC(C)=O)C2=O | -11% | i | -1 | 753 | 2.7 | 0.19 | 2.3 | -2.1 | i | -9 | x | x | 4.7% | 1.6 | 1.2 | 2.9 | -2%
CC(C)N(Cc1nc(-c2ccccc2)no1)C(=O)c1ccc2c(c1)OCO2 | 1% | i | 4 | 728 | -1.3 | -0.24 | -0.17 | 0.82 | i | 2 | x | x | -1.0% | 3.5 | 1.7 | 2.8 | -1%
